FadD28 binding – inhibitors of Mycobacterium tuberculosis FadD28 bisubstrate binding. FadD28 bisubstrate probe binding, fluorescence polarization. AID 588549. inhibition, % at 12.5 µM. 360,000 compounds, 0.22% hits; in the data active = inhibition above about 8.5%, passing the limit was not always enough; inconclusive = no clear call, values can overlap the other calls
BoNT-A LC inh2 – inhibitors of Botulinum neurotoxin A light chain protease; multiplex microsphere protease substrate cleavage, flow cytometry; inhibition, % at 10 µM; 360,000 compounds, 0.17% hits; also: plate controls were buffer without enzyme for full effect and enzyme alone for no effect
BoNT-F LC inh – BoNT F light chain protease inhibition | AID 588497 | 360,000 compounds, 0.22% hits | Multiplex microsphere protease cleavage assay, flow cytometry | inhibition, % at 10 µM; in the data active = inhibition above about 35%, passing the limit was not always enough; inconclusive = no clear call, values can overlap the other calls; also: plate controls were buffer without enzyme for full effect and enzyme alone for no effect
UGM FP inh – Mtb UDP-galactopyranose mutase inhibition; P9WIQ1; purified UGM, fluorescence polarization probe displacement; inhibition, % at 10 µM; 320,000 compounds, 0.06% hits; in the data active = inhibition above about 10%, passing the limit was not always enough; inconclusive = no clear call, values can overlap the other calls
Target sequence (P9WIQ1 whole entry, looked up): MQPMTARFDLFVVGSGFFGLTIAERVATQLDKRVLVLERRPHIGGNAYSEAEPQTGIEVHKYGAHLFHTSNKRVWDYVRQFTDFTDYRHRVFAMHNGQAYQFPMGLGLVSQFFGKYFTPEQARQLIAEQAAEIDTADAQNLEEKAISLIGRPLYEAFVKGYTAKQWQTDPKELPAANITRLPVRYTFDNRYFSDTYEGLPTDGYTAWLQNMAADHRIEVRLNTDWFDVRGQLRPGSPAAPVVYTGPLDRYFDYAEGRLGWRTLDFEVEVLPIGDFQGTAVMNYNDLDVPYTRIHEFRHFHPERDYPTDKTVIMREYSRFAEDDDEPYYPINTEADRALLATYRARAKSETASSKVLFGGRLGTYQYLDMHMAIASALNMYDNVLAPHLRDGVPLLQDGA
Anthrax LF inh2 – inhibitors of Bacillus anthracis lethal factor protease; multiplex microsphere protease cleavage assay, LF; inhibition, % at 10 µM; 360,000 compounds, 0.12% hits; AID 588501; also: plate controls were buffer without enzyme for full effect and enzyme alone for no effect
PfHsp40 yeast – restores yeast growth despite PfHsp40 toxicity; S. cerevisiae expressing PfHsp40, growth rescue, ATP luminescence; growth rescue, % at 12.5 µM; 340,000 compounds, 0.68% hits; AID 504582; in the data active = growth rescue above about 28%, passing the limit was not always enough; inconclusive = no clear call, values can overlap the other calls;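 also: yeast W303a lacking pdr1 and pdr3 grown in galactose medium; growth measured after three days at 30 °C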
GDH-TPI counter – counter-screen for M. tuberculosis FBA inhibitors: GDH-TPI coupled enzymes; GDH-TPI coupled enzyme counterscreen, NADH absorbance; inhibition, % at 4.8 µM; 360,000 compounds, 1.2% hits; AID 588335; in the data active = inhibition above about 30%;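 also: 0% = DMSO wells and 100% = wells lacking the enzyme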
Mtb FBA inh – inhibitors of M. tuberculosis fructose-bisphosphate aldolase. inhibition, % at 1 µM. P9WQA3. 360,000 compounds, 2.3% hits. purified M. tuberculosis FBA, fluorescence read-out; in the data active = inhibition above about 27%;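 also: 0% = vehicle and 100% = reference inhibitor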
Target sequence (P9WQA3 whole entry, looked up): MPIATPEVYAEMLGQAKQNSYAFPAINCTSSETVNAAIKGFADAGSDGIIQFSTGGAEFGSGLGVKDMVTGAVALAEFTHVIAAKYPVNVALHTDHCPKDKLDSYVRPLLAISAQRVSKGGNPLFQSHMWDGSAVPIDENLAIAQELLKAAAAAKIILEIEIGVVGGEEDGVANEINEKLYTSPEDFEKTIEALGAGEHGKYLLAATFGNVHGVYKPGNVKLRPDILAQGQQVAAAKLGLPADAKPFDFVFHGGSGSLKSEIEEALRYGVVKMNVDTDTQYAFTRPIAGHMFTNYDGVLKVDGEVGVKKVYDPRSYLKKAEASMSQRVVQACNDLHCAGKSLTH
Mtb BioA inh – blocks M. tuberculosis BioA enzyme activity; AID 602481; purified M. tuberculosis BioA enzyme, plate reader; inhibition, % at 9.99 µM; 360,000 compounds, 0.096% hits; in the data active = inhibition above about 40%; inconclusive = no clear call, values can overlap the other calls
The depositor's hits bear a star; ? = inconclusive; / = not tested or not shown. Rule as the data show it, unless noted: active = inhibition above about 30%; inconclusive = no clear call, values can overlap the other calls; inactive = below that. No enrichment for hits; any-hit rate near 4.7%.

SMILES	FadD28 binding	BoNT-A LC inh2	BoNT-F LC inh	UGM FP inh	Anthrax LF inh2	PfHsp40 yeast	GDH-TPI counter	Mtb FBA inh	Mtb BioA inh
COc1ccc(C2=NOC(C(=O)N3CCCc4ccccc43)C2)cc1 (configuration not stated)	-0.4	-1.8	-12	-1.5	-5	-1.7	-7	0	0.7
Cc1ccc(OCCN(C)C(=O)C2CCC(=O)N(CC3CCCCC3)C2)cc1 (configuration not stated)	-2.6	1.5	2	0.2	0	2.3	6	-4	3.0
O=C(Nc1ccccc1Cl)c1cccs1	-3.5	-0.2	-2	0.8	-1	14	-8	-4	-0.7
CC(C)(Oc1ccc(Cl)cc1)C(=O)Nc1cccnc1	0.2	-0.1	-8	1.1	2	-0.4	-7	2	32
O=C1C=C(N2CCN(C(=O)c3ccccc3)CC2)C2(CCCCC2)O1	-3.0	-0.8	-8	2.0	-9	0.4	-1	1	-0.5
Cn1c(=O)c2c(nc(C(O)c3ccccc3)n2C)n(C)c1=O (configuration not stated)	-3.0	0.4	1	/	-5	0.7	-1	-1	/
COc1ccc(C(=O)c2c3ccc(OC)cc3[n+]([O-])n2Cc2ccc(C(N)=O)cc2)cc1	-0.1	0.8	5	3.4	-5	-0.7	18	2	18
c1ccc(Cc2cc[n+](Cc3ccccn3)cc2)cc1	-0.5	?	?	-1.0	-9	-0.3	-2	1	/
Cc1c(C)[n+](=O)c(-c2cccs2)c(C)n1[O-]	-3.2	0.3	4	-2.9	-2	-1.4	2	2	-1.0
CCN1CCN(c2cc(C)c3cc(NC(=S)N(C)Cc4ccccc4)ccc3n2)CC1	0.5	-1.2	-17	0.4	12	0.0	13	10	1.0
CN(C(=O)Cn1cc(C(F)(F)F)ccc1=O)c1c(N)n(Cc2ccccc2)c(=O)[nH]c1=O	0.0	-0.1	-2	0.6	-4	0.1	4	1	-3.2
COC(=O)c1ccc(CNC(=O)C2CCC(=O)N(CCN3CCOCC3)C2)cc1 (configuration not stated)	0.3	2.0	8	2.5	3	0.9	1	0	-1.8
CCS(=O)(=O)c1nc(S(=O)(=O)c2ccc(C)cc2)c(NCCCN(C)C)s1	-3.6	-0.5	-4	5.5	-1	2.6	4	-3	/
CCc1ccc(NC(=O)C2CCCN(S(=O)(=O)c3cccs3)C2)cc1 (configuration not stated)	-1.2	-2.9	-4	-1.1	9	2.5	7	0	-0.7
N#Cc1ccc(-c2ccccc2)nc1SCC(=O)c1cc2ccccc2oc1=O	-0.9	1.0	14	2.8	0	-0.3	18	8	-1.4
O=[N+]([O-])c1cc(C(F)(F)F)ccc1Sc1ccc2ccccc2n1	-0.6	-2.1	-17	0.9	-3	2.8	7	7	-0.2
O=C(COC(=O)c1ccccc1NC(=O)c1ccco1)NC1CCCCC1	-0.1	0.2	0	3.8	1	0.0	3	-1	/
COc1cccc(NC(=O)COc2ccc(C(=O)N3CCN(C)CC3)cc2)c1	/	1.1	10	-0.9	-2	5.1	16	7	-1.1
CC(=O)Nc1ccc(OCc2cccc3ccccc23)cc1	-0.6	-0.2	11	-1.4	-6	-0.6	-1	4	-1.7
CNC(=O)c1ccc(NC(=O)c2cccc(C(F)(F)F)c2)cc1	-2.8	-1.6	-4	4.5	-8	-0.8	1	1	-0.2
CCCn1cc(SCC(=O)Nc2cc(C)on2)c2ccccc21	-1.2	0.2	-6	5.0	-1	-1.1	1	2	0.7
O=C(CSCc1ccc(Cl)cc1)Nc1ccc(S(=O)(=O)N2CCOCC2)cc1	-0.7	-0.5	1	-1.1	-1	0.5	-10	-1	-0.3
COc1ccc(NC(=S)Nc2cc(C)ccn2)c(OC)c1	0.9	-0.1	-9	-0.4	-3	0.5	11	0	-1.8
O=C(Nc1cc(Cl)ccc1-n1cncn1)c1cc(F)c(F)c(F)c1F	-3.0	0.6	0	0.0	3	11	5	-2	0.4
Cc1cc(C(=O)O)cc(S(=O)(=O)Nc2c(C)nn(C)c2C)c1C	1.6	0.3	0	-3.1	2	-1.6	6	3	-1.6
O=C(CC(=O)c1ccccc1)Nc1ccc(Cl)cc1	-3.2	0.9	8	-0.1	0	-1.4	-6	1	0.8
CCCCC(CC)CNC(=O)C1CCCN(S(=O)(=O)c2cnc[nH]2)C1 (configuration not stated)	-4.0	-0.7	2	0.1	-11	-1.5	-13	3	-0.9
C=CCn1c(-c2ccc(Cl)cc2)c[nH]c1=S	0.2	0.5	14	-5.6	-1	-0.6	9	0	1.2
CCn1cc(C(=O)NCCCO)c(=O)c2cc(F)c(N3CCN(C)CC3)cc21	-1.0	-0.3	-18	2.2	6	1.9	6	23	-1.8
CCCCN(CCCC)Cc1cc(=O)oc2cc(OC)ccc12	0.2	1.0	8	/	-1	/	/	45*	2.4
O=C(Nc1ccccc1F)c1c[nH]c(=O)[nH]c1=O	-0.9	1.3	-5	-1.3	-3	-0.3	2	3	-2.0
O=C(Cn1cc(COc2ccc3ccc(=O)oc3c2)nn1)c1ccc(O)cc1	-3.8	0.1	2	/	-6	-0.3	41*	7	2.7
CCCCNC(=O)c1ccc2c(c1)ncn2C1CCCC1	-4.1	0.3	3	-1.6	-3	0.3	-3	-3	7.7
Cc1ccc2c(c1)C(c1ccc(F)cc1)N(C(=O)C1CC1)CC(=O)N2 (configuration not stated)	-1.0	-1.2	-10	0.3	-8	-0.1	8	4	0.8
C=CCSc1nnc2c(n1)OC(c1cccnc1)Nc1ccccc1-2 (configuration not stated)	0.4	1.0	25	0.4	-3	6.4	18	-1	1.9
OCC1(CCc2ccccc2)CCN(Cc2ccc3nsnc3c2)CC1	-3.7	-0.6	-5	2.4	4	2.6	0	1	/
CC(=O)Nc1ccc(S(=O)(=O)Nc2ccc(Cc3ccncc3)cc2)cc1	-4.9	0.9	-14	-0.4	-1	0.0	-10	-1	4.7
COc1cc2c(-c3ccc4cc[nH]c4c3)c(-c3ccc(C#N)cc3)oc(=O)c2cc1OC	-4.4	-0.3	0	0.8	4	0.3	7	18	-1.3
CCOC(=O)N1CCN(C(=O)Cc2ccsc2)CC1	1.7	0.3	6	-0.9	1	1.6	0	-5	-1.0
O=C(Nc1ccccc1F)C1CCN(C(=O)NCc2ccccc2)CC1	-1.3	-2.5	-5	0.6	-2	-0.6	-1	2	-0.3

Three entries already listed, ordered by number of heavy atoms, low to high.
SMILES	FadD28 binding	BoNT-A LC inh2	BoNT-F LC inh	UGM FP inh	Anthrax LF inh2	PfHsp40 yeast	GDH-TPI counter	Mtb FBA inh	Mtb BioA inh
CCCCN(CCCC)Cc1cc(=O)oc2cc(OC)ccc12	0.2	1.0	8	/	-1	/	/	45*	2.4
C=CCSc1nnc2c(n1)OC(c1cccnc1)Nc1ccccc1-2 (configuration not stated)	0.4	1.0	25	0.4	-3	6.4	18	-1	1.9
CCn1cc(C(=O)NCCCO)c(=O)c2cc(F)c(N3CCN(C)CC3)cc21	-1.0	-0.3	-18	2.2	6	1.9	6	23	-1.8

Later entries.
SMILES	FadD28 binding	BoNT-A LC inh2	BoNT-F LC inh	UGM FP inh	Anthrax LF inh2	PfHsp40 yeast	GDH-TPI counter	Mtb FBA inh	Mtb BioA inh
COc1ccc(NC(=O)COC(=O)c2c(NC(C)=O)sc(C)c2C)cc1	-0.6	-0.9	1	/	1	/	15	4	0.2
CCOc1ccc(-c2nnc(-c3snc(-c4ccc(F)cc4)c3N=CN(C)C)o2)cc1	-1.4	1.9	-4	1.1	-2	0.2	3	5	1.0
CCN1C(=O)[C@H]2[C@@H](c3ccc(OC)cc3)N[C@]3(CCCN(Cc4cccn4C)C3=O)[C@H]2C1=O	-1.2	0.1	-3	/	-1	/	1	0	-2.4
CC(=O)Nc1ccc(NC(=O)Cc2sc(-c3cccnc3)nc2-c2ccc(C)cc2)cc1	-4.9	3.5	-1	-5.6	-4	-0.6	2	1	-0.4
CSc1ncc(F)c(N(CCO)CCO)n1	0.7	-0.2	4	-0.9	-2	-1.5	5	0	-2.2
N=C1/C(=C/c2ccc(-c3cccc(C(=O)O)c3)o2)C(=O)N=C2SC=C(c3ccccc3)N12	3.2	0.3	-6	-2.3	-2	2.1	8	-10	/
COC(=O)c1ccc(S(=O)(=O)c2ccc([N+](=O)[O-])cc2)cc1	-2.3	-0.5	?	-0.9	-5	-0.2	5	1	-2.2
CC(=O)N[C@@H]1c2c(ccc3ccccc23)OC[C@@H]1COC(C)=O	1.0	0.2	2	0.7	-5	0.1	9	2	/
NC(=O)C1CC(=O)N(c2ccc(OCc3ccc([N+](=O)[O-])cc3)cc2)C1 (configuration not stated)	-1.8	0.3	9	0.0	14	-0.8	12	-3	-0.2
Cc1ccc(NC(=O)Cn2c([N+](=O)[O-])cnc2C)cc1	-3.3	0.5	-3	0.6	-4	-1.1	-3	0	/
O=C(Nc1nnc(CCc2ccccc2)s1)c1ccc(F)cc1	-1.1	-1.6	-4	-0.6	-6	0.0	8	-1	-0.2
C=CCn1c(-c2oc3nc(-c4ccccc4)cc(-c4ccccc4)c3c2N)n[nH]c1=S	3.1	1.2	-8	-0.1	-5	0.9	21	10	0.7
O=C1c2ccccc2C(=O)C1(CO)c1ccc(OC(F)F)cc1	0.2	-1.6	-8	-0.4	1	-0.9	12	-1	-0.4
CC(=O)c1ccc(NC(=O)Nc2ccc3c(c2)nc(C)n3C)cc1	1.2	0.3	2	-0.6	0	0.1	-2	-1	/
CCOC(=O)C1=C(COC(=O)COc2ccc(OCC)cc2)NC(=O)NC1C (configuration not stated)	-1.1	-0.7	?	-2.0	3	-0.4	1	1	/
Cc1c(CC(=O)NCCC(C)C)c(=O)oc2cc3c(cc12)CCC(C)(C)O3	/	2.2	-12	1.2	-8	-0.1	6	42*	-1.4
CO/N=C(/CS(=O)Cc1ccccc1Cl)c1ccc(Cl)cc1Cl (configuration not stated)	-1.4	-3.5	-28	3.4	-4	-0.5	3	2	1.3
c1ccc(Nc2nc(N3CCNCC3)nc(N3CCOCC3)n2)cc1	-2.7	-1.2	13	4.4	-1	-0.9	6	4	-0.3
Cc1ccc(S(=O)(=O)N2CCCCC2)cc1NC(=O)c1ccc(Cl)nc1	-2.0	-0.1	-6	/	-3	-1.2	-3	0	26
O=C(NCCCN1CCOCC1)c1ccc2c(c1)N(Cc1ccc(F)cc1)CCS2	0.8	0.0	3	-2.7	0	-1.5	11	94*	-0.1

By substructure, the entries above containing an aryl thioether with sulfur outside any ring (5)
SMILES	FadD28 binding	BoNT-A LC inh2	BoNT-F LC inh	UGM FP inh	Anthrax LF inh2	PfHsp40 yeast	GDH-TPI counter	Mtb FBA inh	Mtb BioA inh
N#Cc1ccc(-c2ccccc2)nc1SCC(=O)c1cc2ccccc2oc1=O	-0.9	1.0	14	2.8	0	-0.3	18	8	-1.4
O=[N+]([O-])c1cc(C(F)(F)F)ccc1Sc1ccc2ccccc2n1	-0.6	-2.1	-17	0.9	-3	2.8	7	7	-0.2
CCCn1cc(SCC(=O)Nc2cc(C)on2)c2ccccc21	-1.2	0.2	-6	5.0	-1	-1.1	1	2	0.7
C=CCSc1nnc2c(n1)OC(c1cccnc1)Nc1ccccc1-2 (configuration not stated)	0.4	1.0	25	0.4	-3	6.4	18	-1	1.9
CSc1ncc(F)c(N(CCO)CCO)n1	0.7	-0.2	4	-0.9	-2	-1.5	5	0	-2.2

(next part)
SMILES	FadD28 binding	BoNT-A LC inh2	BoNT-F LC inh	UGM FP inh	Anthrax LF inh2	PfHsp40 yeast	GDH-TPI counter	Mtb FBA inh	Mtb BioA inh
O=C(O)CC1(CC(=O)N2CCN(CCO)CC2)CCCC1	-1.4	0.1	2	3.2	-6	0.0	-5	3	/
CCC(C)NC(=O)CN(c1ccc(OC)cc1)S(=O)(=O)c1ccccc1 (configuration not stated)	-2.9	0.0	2	-1.2	-1	-0.1	-4	1	/
c1ccc(C[n+]2cccc(-c3ccccc3)c2)cc1	-3.7	0.3	1	-0.1	-1	0.3	11	0	/
CCc1nn2c(=O)cc(COc3ccc(NC(=O)c4ccco4)cc3)nc2s1	1.8	0.1	-6	-0.5	-3	0.5	6	0	-2.1

Screening results deposited in PubChem BioAssay by several laboratories.
